KCNH2 3.1 inh – inhibitors of human KCNH2 3.1 potassium channel isoform | activity change, % (tested at about 1.8 µM) | U2OS KCNH2 3.1, thallium flux FluxOr; stronger effect = lower value | hit rate 0.95% among 340,000;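 active = maximum activity change below -70%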;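 also: thallium influx rate constant from kinetic fluorescence after stimulation buffer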
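Normalized rate constant (relative to positive and negative DMSO controls) derived from a 2 min kinetic fluorescence read after stimulation; U2OS cells expressing the 3.1 isoform via virus at 1.77 x 10^8 /mL.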
Numbers without * were called inactive. % is scaled to controls: 0 for no effect and ±100 for the full control effect. The list is partial; the hit share may differ from the screen's.

SMILES | KCNH2 3.1 inh
C[C@H]1CN([C@@H](C)CO)C(=O)CCCn2cc(nn2)CO[C@@H]1CN(C)C(=O)Nc1ccc2c(c1)OCCO2 | 10
CC(C)c1cc(-c2cc(C(=O)Nc3ccccc3)on2)nc(NC2CCCC2)n1 | -8
CN(C(=O)c1cccc(NC(=O)Cc2ccc(NC(=O)C3CCN(C(=O)C4CCC4)CC3)cc2)c1)C1CCC1 | 0
CN(CC(=O)O)Cc1oc(CO)cc(=O)c1O | -29
CC(C)C[C@H]1CNC(=O)C(=O)N1CC1CCN(CC2CCC(C(C)(C)C)CC2)CC1 (some centres not stated) | 0
CCCn1c(=S)[nH]c2cc(C(=O)NCc3ccccc3OC)ccc2c1=O | 3
CCNC(=S)NCc1ccc(Cl)cc1 | -14
COCCN(Cc1cc2cc(C)ccc2n2nnnc12)C(=S)Nc1ccc(OC)cc1 | 3
COc1ccc([C@H]2N[C@]3(CCCN(Cc4ccccc4)C3=O)[C@H]3C(=O)N(Cc4ccccc4)C(=O)[C@@H]23)cc1 | 7
CNN/C(N=Cc1ccc([N+](=O)[O-])s1)=N\S(=O)(=O)c1cc(C)c(Cl)cc1SCc1ccccc1 | -46
COC(=O)c1sccc1NC(=O)C12CC3CC(CC(C3)C1)C2 | 8
CSc1ccccc1C(=O)N1CCc2ccc(NC(=O)c3ccccn3)cc2C1 | 2
ClCC1=Nc2ccccc2Cc2ccccc21 | -10
COCc1c(C(=O)Nc2nnc(C3CC3)s2)oc2ccccc12 | -8
COc1ccc(NC(=O)N(C)C[C@@H]2OCc3cn(nn3)CCCC(=O)N([C@H](C)CO)C[C@H]2C)cc1 | -4
O=C(C[C@H]1C(=O)N(Cc2cccnc2)C[C@@H]1Cc1ccccc1)Nc1ccccc1 | 0
CCC(c1ccccc1)c1noc(CCN(CC)CC)n1 (configuration not stated) | -19
CC(=O)N1C[C@H]2CON(C)[C@H]2C[C@H]1c1cccc(-c2ccccc2C)c1 | -2
CC1=C(C(=O)N(C(C)C)C(C)C)CC(CC(=O)NC2CCCC2)C(=O)N1Cc1ccccc1 (configuration not stated) | -5
CC(=O)Nc1ccc(NC(=O)CSc2nnc(NC(=O)c3ccccc3F)s2)cc1 | -17
O=C(CC1CC1)Nc1ccc2c(c1)[C@H]1C[C@H](CC(=O)N3CCc4ccccc4C3)O[C@@H](CO)[C@H]1O2 | -38
COc1ccc(NC(=S)N(CCc2ccncc2)C(C)C)cc1Cl | 19
Brc1cc(-c2ccccc2)nc(-c2ccccc2)n1 | -5
Nc1nc(SCc2ccccc2)c2ncn(C3CCCO3)c2n1 (configuration not stated) | 5
COC(=O)c1c(NC(=O)c2ccc(C(=O)c3ccccc3)cc2)sc2c1CC(C)(C)NC2(C)C | -1

Filtered by structure, those above with a thiophene ring, fused or not (3)
SMILES | KCNH2 3.1 inh
CNN/C(N=Cc1ccc([N+](=O)[O-])s1)=N\S(=O)(=O)c1cc(C)c(Cl)cc1SCc1ccccc1 | -46
COC(=O)c1sccc1NC(=O)C12CC3CC(CC(C3)C1)C2 | 8
COC(=O)c1c(NC(=O)c2ccc(C(=O)c3ccccc3)cc2)sc2c1CC(C)(C)NC2(C)C | -1

The list continues.
SMILES | KCNH2 3.1 inh
CCN(CC)C(=O)C1=C(C)N(Cc2ccc(OC)cc2)C(=O)C(CC(=O)NCC2CCCCC2)C1 (configuration not stated) | 0
CCN1CCN(C(=S)c2ccc(OCC(=O)Nc3ccc(OC)cc3)cc2)CC1 | 5
CC1=C(C(=O)N(C)C)CC(CC(=O)NCCN2CCOCC2)C(=O)N1Cc1ccc(F)cc1 (configuration not stated) | 3
CCN1C[C@@H]2[C@@H]3C(=O)N(Cc4ccccc4)C(=O)[C@@H]3[C@](CC)(C1=O)N2C(=O)c1ccc(C(C)(C)C)cc1 | 1
COc1ccc(Cl)cc1C(=O)NNC(=O)CCNC(=O)c1ccccc1 | -6
CC(NC(=O)Cn1cc([N+](=O)[O-])cn1)c1ccc(C(C)(C)C)cc1 (configuration not stated) | -30
COc1ccc(-c2ccc(CN3C(C)C(=O)N(Cc4cn(CCC5OCCO5)nn4)CCS3(=O)=O)cc2)cc1 (configuration not stated) | 9
CCOC(=O)C1=C(C(=O)OCC)c2ccc(OC)c(OC)c2C1 | 4
Cc1noc(C)c1NC(=O)N(C)C[C@@H]1Oc2cc(Br)ccc2S(=O)(=O)N([C@@H](C)CO)C[C@H]1C | -17
C[C@@H]1CN([C@@H](C)CO)C(=O)c2cc(-c3cccnc3)cnc2O[C@H]1CN(C)C(=O)c1cccc(F)c1 | 4
CN1C(C)(C)CC(NC(=O)CCC(=O)NC2CC(C)(C)N(C)C(C)(C)C2)CC1(C)C | -9
ClCCn1cnc2c(SCc3ccccc3)ncnc21 | -28
O=C(O)C1C2CCC(C2)C1C(=O)Nc1ccc(Cl)c(Cl)c1 (configuration not stated) | -3
CC(C)CC1C(=O)N(Cc2cn(Cc3ccco3)nn2)CCS(=O)(=O)N1Cc1ccc(-c2cccc(N(C)C)c2)cc1 (configuration not stated) | -16
COc1cccc(OCC(O)CN2CCN(C(c3ccccc3)c3ccccc3)CC2)c1 (configuration not stated) | -41
CC1C(=O)NN=C1c1ccc([N+](=O)[O-])cc1 (configuration not stated) | -8
CSc1nnc2sc3cc(C)ccc3n12 | 8
Nc1cccc(OCCCCCOc2cccc(N)c2)c1 | -2
COC(=O)c1c(C)[nH]c(C(=O)OC(C)C(=O)NC2CCCCC2C)c1C (configuration not stated) | -8
O=[N+]([O-])c1ccc(-c2csc(COc3ccccc3)n2)cc1 | -3
COc1ccc(OC)c(S(=O)(=O)Nc2cccc3ccc(O)cc23)c1 | -23
Cc1ccc(Cc2c(-c3ccc(C)cc3)nc3ccc(Br)cn23)cc1 | -12
O=C(c1ccccc1)c1ccc[nH]1 | -2
CC1(c2nnc(-c3ccncc3)o2)CC(c2ccccc2)=NO1 (configuration not stated) | 59
O=C(COC(=O)c1cc(S(=O)(=O)N2CCCCC2)ccc1N1CCOCC1)c1ccccc1Cl | -15

The list goes on.
SMILES | KCNH2 3.1 inh
COC(=O)[C@H](Cc1ccccc1)NCCCn1cnc(C(=O)Nc2ccc(C)c(C)c2)n1 | -33
Oc1cccc(-c2nnc(-c3cccc(O)c3)nn2)c1 | -24
COc1ccc(Cl)cc1N1C(=O)/C(=C/c2sccc2C)N=C1SCC(=O)NC1CC1 | 14
COC(=O)c1ccc2ccccc2n1 | -5
CC(C)NC(=O)N(C)C[C@@H]1Oc2cc(C#Cc3ccccn3)ccc2S(=O)(=O)N([C@@H](C)CO)C[C@H]1C | -13
COc1cc2c(cc1NC(=O)c1ccccc1-c1ccccc1C(=O)O)-c1ccccc1C2 | -1
O=C(O)C(=Cc1ccccc1[N+](=O)[O-])c1ccccc1 | -5
CCCOc1ccccc1N/C(=N\S(=O)(=O)c1ccc(C)cc1)Nc1nc(C)cc(C)n1 | -9
N#Cc1c(NCc2ccccc2)ccnc1Cl | -8
CC(=O)c1ccc2cc3c(cc2c1)OCO3 | 8
CSc1nc2ncncc2[nH]1 | 18
Cc1ccccc1S(=O)(=O)N(C)C[C@@H]1OCc2cn(nn2)CCCC(=O)N([C@H](C)CO)C[C@H]1C | 13
CCN(CC)C(=O)Cn1cc(SCC(=O)NC2CCCCC2)c2ccccc21 | 4
CN1C=CC(=O)[C@@H](O)[C@H]1c1ccccc1Br | 2
COC(=O)c1ccccc1NC(=O)Cn1cnc2c1c(=O)n(C)c(=O)n2C | -2
N=c1c(C(=O)NCc2ccco2)cc2c(=O)n3ccccc3nc2n1CC1CCCO1 (configuration not stated) | -11
CC(=O)OCC1OC(n2cc(F)c(=O)[nH]c2=O)C(OC(C)=O)C1OC(C)=O (configuration not stated) | -10
O=C1CCCC2=C1C(c1ccc(O)c(O)c1)Nc1ccc3ccccc3c12 (configuration not stated) | 18
Cc1ccc(C)c(S(=O)(=O)N(C)c2ccc(OC(=O)CN3C(=O)NC4(CCCC4)C3=O)cc2)c1 | -4
CC1CC(C)(C)CC2(C1)NC(=O)N(CC(=O)OCC(=O)Nc1cc(S(=O)(=O)N3CCCCC3)ccc1Cl)C2=O (configuration not stated) | 8
OCc1nc2ccccc2n1CCOc1ccccc1 | 27
O=C1C(O)CCN1Cc1ccccc1 (configuration not stated) | -6
CCO[C@H]1OC(C(N)=O)=C[C@@H](C(C)(C)C)[C@@H]1CCCO | 0
O=C1Cc2cc(O)ccc2O1 | -7
C=Cn1cc(CNC[C@H]2O[C@@H](n3cc(C)c(=O)[nH]c3=O)C[C@@H]2O)c(C)n1 | 10

Next compounds follow.
SMILES | KCNH2 3.1 inh
Cc1cc2c(cc1C)N[C@]1(C[C@H]3CCCC(=O)N4CC[C@@H](C1)[C@@H]34)C(=NC(C)(C)CC(C)(C)C)N2 | 9
CC1CCCC(NC(=O)COC(=O)c2ccccc2C(=O)N(C)C2CCCCC2)C1C (configuration not stated) | 8
CN(C)c1ccc(Sc2ccc3nc(N)nc(N)c3c2)cc1 | -24
COC(=O)c1c(-c2ccc(OC)cc2)oc2ccc(-c3cc(OC)c(OC)c(OC)c3)cc12 | 1
Cc1cccc(C#CC2=CC(=O)CC(C)(C)C2)c1 | -19
O=C(Nc1ccnn1C1CCN(Cc2ccc(CO)o2)CC1)c1cccc(F)c1 | -13
O=C(N1CCN(c2ncccn2)CC1)C12CC3CC(CC(C3)C1)C2 | -10
O=C(c1ccc2nc[nH]c2c1)N1CCN(S(=O)(=O)c2cccc(Cl)c2)CC1 | 7
CN(C(=O)c1cccc(NC(=O)Cc2ccc(NC(=O)C3CCN(S(=O)(=O)c4cccc([N+](=O)[O-])c4)CC3)cc2)c1)C1CCCC1 | 3
COc1ccc(COC(=O)CCCN=C2NS(=O)(=O)c3ccccc32)cc1F | 6
CC#CCN1c2ccccc2[C@]23C[C@@H](C(=O)OC)N(C(=O)NCCBr)C2=NC(C(=O)OC)=C(C(=O)OC)[C@H]13 | -15
Cc1n[nH]c(=O)n(N=Cc2c[nH]c3ccccc23)c1=O | -1
Cc1cccc(C(=O)NC(=S)Nc2c(C)n(C)n(-c3ccccc3)c2=O)c1 | 5
COc1ccc(S(=O)(=O)N2CCOCC2)cc1NC(=O)CCCOc1ccc(C(C)=O)cc1 | 7
Nc1c(C(=O)Nc2ccc(Br)cc2)sc2nc(N3CCOCC3)c3c(c12)CCCC3 | -23
O=C1/C(=C\c2ccccc2)CCC/C1=C/c1ccccc1 | 1
Cc1cccc(C(=O)NNC(=S)NC(=O)c2ccccc2)c1 | 15

For convenience, part of the list above:
SMILES | KCNH2 3.1 inh
N=c1c(C(=O)NCc2ccco2)cc2c(=O)n3ccccc3nc2n1CC1CCCO1 (configuration not stated) | -11
CC(=O)OCC1OC(n2cc(F)c(=O)[nH]c2=O)C(OC(C)=O)C1OC(C)=O (configuration not stated) | -10
O=C1CCCC2=C1C(c1ccc(O)c(O)c1)Nc1ccc3ccccc3c12 (configuration not stated) | 18
Cc1ccc(C)c(S(=O)(=O)N(C)c2ccc(OC(=O)CN3C(=O)NC4(CCCC4)C3=O)cc2)c1 | -4
CC1CC(C)(C)CC2(C1)NC(=O)N(CC(=O)OCC(=O)Nc1cc(S(=O)(=O)N3CCCCC3)ccc1Cl)C2=O (configuration not stated) | 8
OCc1nc2ccccc2n1CCOc1ccccc1 | 27
O=C1C(O)CCN1Cc1ccccc1 (configuration not stated) | -6
CCO[C@H]1OC(C(N)=O)=C[C@@H](C(C)(C)C)[C@@H]1CCCO | 0
O=C1Cc2cc(O)ccc2O1 | -7
C=Cn1cc(CNC[C@H]2O[C@@H](n3cc(C)c(=O)[nH]c3=O)C[C@@H]2O)c(C)n1 | 10
Cc1cc2c(cc1C)N[C@]1(C[C@H]3CCCC(=O)N4CC[C@@H](C1)[C@@H]34)C(=NC(C)(C)CC(C)(C)C)N2 | 9
CC1CCCC(NC(=O)COC(=O)c2ccccc2C(=O)N(C)C2CCCCC2)C1C (configuration not stated) | 8
CN(C)c1ccc(Sc2ccc3nc(N)nc(N)c3c2)cc1 | -24
COC(=O)c1c(-c2ccc(OC)cc2)oc2ccc(-c3cc(OC)c(OC)c(OC)c3)cc12 | 1
Cc1cccc(C#CC2=CC(=O)CC(C)(C)C2)c1 | -19
O=C(Nc1ccnn1C1CCN(Cc2ccc(CO)o2)CC1)c1cccc(F)c1 | -13
O=C(N1CCN(c2ncccn2)CC1)C12CC3CC(CC(C3)C1)C2 | -10
O=C(c1ccc2nc[nH]c2c1)N1CCN(S(=O)(=O)c2cccc(Cl)c2)CC1 | 7
CN(C(=O)c1cccc(NC(=O)Cc2ccc(NC(=O)C3CCN(S(=O)(=O)c4cccc([N+](=O)[O-])c4)CC3)cc2)c1)C1CCCC1 | 3
COc1ccc(COC(=O)CCCN=C2NS(=O)(=O)c3ccccc32)cc1F | 6
CC#CCN1c2ccccc2[C@]23C[C@@H](C(=O)OC)N(C(=O)NCCBr)C2=NC(C(=O)OC)=C(C(=O)OC)[C@H]13 | -15
Cc1n[nH]c(=O)n(N=Cc2c[nH]c3ccccc23)c1=O | -1
Cc1cccc(C(=O)NC(=S)Nc2c(C)n(C)n(-c3ccccc3)c2=O)c1 | 5
COc1ccc(S(=O)(=O)N2CCOCC2)cc1NC(=O)CCCOc1ccc(C(C)=O)cc1 | 7
Nc1c(C(=O)Nc2ccc(Br)cc2)sc2nc(N3CCOCC3)c3c(c12)CCCC3 | -23
O=C1/C(=C\c2ccccc2)CCC/C1=C/c1ccccc1 | 1
Cc1cccc(C(=O)NNC(=S)NC(=O)c2ccccc2)c1 | 15

Compound activity as filed in PubChem BioAssay.
